Dicer processing: inhibitors of Dicer pre-microRNA processing, primary screen, biochemical, cat-ELCCA, chemiluminescence | 47,000 tested, 6% active | cat-ELCCA pre-miR-21 Dicer processing; active compounds read high | z-score at 25 µM | Endoribonuclease Dicer (Homo sapiens), Q9UPY3; in the data active = z-score above about 3, passing the limit was not always enough;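 also: plate controls were vehicle for no effect and no enzyme for full effect; higher signal means more uncleaved substrate so more Dicer inhibition; strong numbers were not always called active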
Active calls of the source: *. An excerpt. The share of hits here may be higher or lower than overall.

SMILES	Dicer processing
Oc1[nH]c2ccccc2c1N=Nc1nnc(-c2ccccc2)c(-c2ccccc2)n1	0.61
C=CCSc1nc(N)cc(=O)[nH]1	1.4
COC1(OC)C/C=C\CC(OC)(OC)C/C=C\C1	-0.31
Cc1cc2c(cc1C)[n+](C)cn2CC(O)COCC1CC=CCC1 (stereo not drawn)	0.36
COC(=O)c1sc(S(=O)(=O)Nc2ccc(F)cc2)cc1Cl	0.28
COc1ccc2c(c1)CCC/C2=N\Nc1nc(C)cs1	1.8
CC(C)c1c(O)nc(SCC(=O)N2CCc3ccccc32)n(-c2ccccc2)c1=O	-1.1
CC1(C)CC(=O)C=C(NCCc2cnc[nH]2)C1	2.6
CC(C(=O)NNS(=O)(=O)c1cccc(Cl)c1)n1nnc(-c2cc(C(F)(F)F)cc(C(F)(F)F)c2)n1 (stereo not drawn)	0.55
Cn1cnnc1Sc1nc([N+](=O)[O-])nn1C	-0.09
C[C@H](NCCc1ccc(O)cc1)[C@H](O)c1ccc(O)cc1	0.51
COc1ccc(CC2CCC(=O)CC2)cc1	-1.3
CS(=O)(=O)NNc1nccc(-c2cccnc2)n1	-0.08
CCOC(=O)C1=C(C)NC2=C(C(=O)CC(C)(C)C2)C1c1cccc(Oc2ccccc2)c1 (stereo not drawn)	0.97
COc1ccc(-c2noc(-c3cccc(C)c3)n2)cc1OC	-0.22
CC1=C(C(=O)OCCOc2ccccc2)C(c2ccc(O)cc2)C2=C(CC(C)(C)CC2=O)N1 (stereo not drawn)	-0.31
CCOc1ccc(NC(=O)/C=N/O)cc1	2.1
CCOC(=O)c1sc(N2CCCCC2)c2c1CC(C)(C)CC2=O	-0.9
Cc1ccc(S(=O)(=O)ON2C(=O)CNC2=O)cc1	0.44
Brc1ccccc1Cn1cnc2ccccc21	-0.71
CCOC(=O)c1cc(/C(C)=N/NS(=O)(=O)c2cc(C(F)(F)F)cc(C(F)(F)F)c2)on1	-2.6
CN1CCN(S(=O)(=O)c2cccc3ccccc23)CC1	-0.16
Clc1cccc(Cl)c1/C=N/Nc1ncn[nH]1	-3.5
CCOC(=O)c1sc(S(C)(=O)=O)c2c1CC(C)(C)C/C2=N/O	-3.3
COc1ccc(C2Nc3ccc4ccccc4c3C3=C2C(=O)CC(C)(C)C3)cc1 (stereo not drawn)	2.4
Cn1c2ccccc2c2nnc(SCC(=O)c3ccccc3)nc21	0.57
Cc1ccc(-c2c[nH]c(=S)n2C)cc1	-0.91
CCn1c2ccccc2c2nnc(SCC(=O)N3CCCc4ccccc43)nc21	0.37
Clc1cc(Cl)cc(-c2nnc(N3CCCC3)o2)c1	-0.43
CC(O)(CS(=O)(=O)c1ccc(Cl)cc1)CS(=O)(=O)c1ccc(Cl)cc1	0.28
C=CCN1C(=O)C(O)(CC(=O)c2cc(C)ccc2C)c2ccccc21 (stereo not drawn)	9.4*
O=S(=O)(c1ccc(Cl)cc1)c1cn[nH]c1-c1ccc(Cl)cc1	0.56
O=C(O)C1CC(=O)N(Cc2ccc(F)cc2)C1 (stereo not drawn)	0.24
CN1c2ccccc2C(=O)/C(=N\Nc2ccccc2F)S1(=O)=O	-1
Cc1n[nH]c(C)c1CCCCCOc1ccccc1Br	0.11
Nc1cc(Cc2cc(N)cc(C(F)(F)F)c2)cc(C(F)(F)F)c1	0.5
Nc1nc2ccc(Cl)cc2c2nc(-c3ccco3)nn12	-0.06
Cn1c(=O)c2c(ncn2CC(=O)NC2CCSC2=O)n(C)c1=O (stereo not drawn)	1.4
Clc1cc(Cl)c2[nH]c3c(c2c1)CCCC3	2.7
CCCN(CCc1ccccc1)C1CCc2c(O)cccc2C1 (stereo not drawn)	-4.1
Cc1ccc(CN2C(=O)c3oc4ccc(F)cc4c(=O)c3C2c2ccc(O)cc2)cc1 (stereo not drawn)	0.85
CSc1nc(N)n(-c2c(Cl)cc(Cl)cc2Cl)n1	-0.72
O=C1c2ccccc2C(=O)N1CNC(Cc1ccccc1)c1ccccc1 (stereo not drawn)	12
CCn1nc(-c2ccccn2)nc2c(=O)n(C)c(=O)nc1-2	-6.3
Cc1cc(Cl)cc2c(=O)c(C(=O)O)c[nH]c12	-0.67
Nc1ncnc(Nc2nc(-c3ccccc3)cs2)n1	-0.21
CCCc1cnc(N2CCN(S(=O)(=O)c3cn(C)cn3)CC2)nc1	-1.7
Clc1cccc(CN2CCN(C3CCN(Cc4ccccc4)CC3)CC2)c1	0.8
CCSc1nnc2c(n1)OC(C)=Nc1ccc(Br)cc1-2	3.4*
CCc1ccc2[nH]c(C(=O)NCCN3CCOCC3)cc2c1	-1.8
O=C(CSCc1ccco1)Nc1c(F)c(F)c(F)c(F)c1F	-0.2
O=C(C1=C(O)C(=O)N(CCN2CCOCC2)C1c1ccncc1)c1cccs1 (stereo not drawn)	-2.3
COc1ccc(-c2cc(C(F)F)n3ncc(C(=O)N4CCc5ccccc54)c3n2)cc1	-0.32
O=C(O)CSCC(=O)Nc1ccc(Br)c(C(F)(F)F)c1	0.34
O=S(=O)(c1ccc(C2Nc3ccc(Cl)cc3C3C=CCC32)cc1)N1CCOCC1 (stereo not drawn)	-0.43
CCOC(=O)c1cn(Cc2cccc(Cl)c2)c2cc(C)nn2c1=O	-1.3
CCOC(=O)c1sc2nc(C)cc(C)c2c1NC(=O)Nc1ccc(Cl)cc1	2.4
Cc1cccc(Cl)c1/C=N/Nc1ccc(-c2csnn2)cc1	47
CCOc1cccc(C2C3=C(Nc4c2c(=O)n(C)c(=O)n4C)c2ccccc2C3=O)c1 (stereo not drawn)	-2
CC1=Nc2ccccc2-c2nnc(SCc3ccccc3F)nc2O1	0.92

Grouped by structure, those above containing a thiophene ring, fused or not.
SMILES	Dicer processing
COC(=O)c1sc(S(=O)(=O)Nc2ccc(F)cc2)cc1Cl	0.28
CCOC(=O)c1sc(N2CCCCC2)c2c1CC(C)(C)CC2=O	-0.9
CCOC(=O)c1sc(S(C)(=O)=O)c2c1CC(C)(C)C/C2=N/O	-3.3
O=C(C1=C(O)C(=O)N(CCN2CCOCC2)C1c1ccncc1)c1cccs1 (stereo not drawn)	-2.3
CCOC(=O)c1sc2nc(C)cc(C)c2c1NC(=O)Nc1ccc(Cl)cc1	2.4

Carrying on.
SMILES	Dicer processing
Cc1ccc(C(=O)Nc2ccccc2SCc2noc(-c3cccs3)n2)cc1	-1
COc1cc2nc(-c3cccc(OC(C)=O)c3)oc(=O)c2cc1OC	1.6
O=C(CCSc1nnc(-c2ccc(O)cc2)o1)N1CCOCC1	-1.5
COC(=O)c1ccc(C2c3c(oc4cc(C)c(C)cc4c3=O)C(=O)N2c2ccccn2)cc1 (stereo not drawn)	0.37
COc1ccc(-n2c(CCC(=O)O)ccc2-c2cccs2)cc1	1.3
CN1CCCN(C(=S)NCCCN2CCOCC2)CC1	-0.38
Cc1cccc(CSc2nc3ccccc3[nH]2)c1	-0.12
Nc1ccc(-c2nc3ccc(-c4nc5ccc(N)cc5[nH]4)cc3[nH]2)cc1	2.1
COc1ccc(-c2coc3cc4oc(=O)c5ccccc5c4cc23)cc1	2.8
CCCN(c1ccc(C)cc1)c1nc(=O)c2cccnc2s1	-0.05
O=C(/C=C/c1cc([N+](=O)[O-])ccc1Sc1ccc(C(F)(F)F)cn1)Nc1ccccc1	-0.5
COC(=O)c1csc(S(=O)(=O)N2CCCCC2)c1OC	-0.81
COC(=O)c1ccc(S(=O)(=O)N(Cc2ccccc2)Cc2ccccc2)n1C	0.11
N=c1c2cnn(-c3ccccc3)c2ncn1/N=C/c1ccc(Cl)cc1Cl	0.21
Cc1ccc(C(=O)NNc2ncnc3cc(-c4ccc(C(C)(C)C)cc4)sc23)cc1	6.2*
C=CCOc1ccc(C2CC(=O)Nc3n[nH]c(-c4ccc(Cl)cc4)c32)cc1OC (stereo not drawn)	-0.73
CCOC(=O)c1cc2c(C(F)(F)F)nn(C)c2s1	-0.3
O=C(Cn1nc(C(F)(F)F)c2c1CCCC2)Nc1ccc(Br)cc1	0.87
CCOC(=O)c1c(NC(C)=O)sc2c1CCC(C(C)(C)C)C2 (stereo not drawn)	-0.86
COc1cc(C2c3c(oc4ccccc4c3=O)C(=O)N2Cc2ccccc2Cl)ccc1O (stereo not drawn)	3.2*
COc1ccc(C2C(C(=O)OC(C)C)=C(C)NC3=C2C(=O)CC(c2ccc(Cl)cc2)C3)c(OC)c1 (stereo not drawn)	-1
CNC(=O)c1cc(Cl)ccc1Sc1ccccc1COC(C)=O	-1.5
COC(=O)c1c(C)sc2c(C(F)(F)F)cc(=O)[nH]c12	0.96
CCOC(=O)C(NC(=O)c1ccccc1Cl)(Nc1cc(C)on1)C(F)(F)F (stereo not drawn)	0.4
CCN(C(=Nc1ccc(Cl)cc1)SC)c1ccccc1	3.4*
O=C1N(CCCc2ccccc2)c2ccccc2C1(O)c1c[nH]c2ccccc12 (stereo not drawn)	0.11
CCOC(=O)/C(C)=N/Nc1cc(C(F)(F)F)ccc1N1CCOCC1	20
O=C(O)c1cccc(Cn2ccc([N+](=O)[O-])n2)c1	-1.4
C=CCOc1cccc(C(Nc2cc(C)ccn2)c2ccc3cccnc3c2O)c1 (stereo not drawn)	8.3*
COc1ccc(S(=O)(=O)NCc2cccnc2)cc1Br	0.28
O=C(Cn1c(=O)sc2ccccc21)Nc1ccc(S(=O)(=O)N2CCCC2)cc1	0.36
CCCOC1C=CC(Oc2nc(NCC)cc(N(C)C)n2)=NN1 (stereo not drawn)	0.15
Brc1ccc(-c2noc(CSc3nc4ccccc4[nH]3)n2)cc1	0.45
CS(=O)(=O)N1CCCN2C(=O)c3ccccc3C21 (stereo not drawn)	0.16
N#Cc1c(NC(=O)C2C3C=CC(C3)C2C(=O)O)sc2c1CCCCC2 (stereo not drawn)	-1.6
CC(C)Oc1ccc(CSc2ncn[nH]2)cc1	1.2
CN(C)c1c(F)cc(C(=O)Nc2cc(C(F)(F)F)cc(C(F)(F)F)c2)cc1F	12
CCOC(=O)c1c(NC(=O)C(=O)c2c[nH]c3ccccc23)sc2c1CCCC2	0.62
O=C1OC(c2ccccc2)=N/C1=C/c1ccc(Cl)cc1	-1.2
O=C(Cn1c(=O)sc2ccccc21)Nc1nnc(SCC(=O)N2CCCCC2)s1	0.57
O=C1CC(c2ccccc2)N(c2ccc(Cl)cc2Cl)C(=S)N1 (stereo not drawn)	2
O=C1NC2=C(C(=O)c3ccccc32)C(c2ccc(Cl)cc2)S1 (stereo not drawn)	0.55
O=C(Nc1ccc(Cl)cc1)Nc1ccc2ncccc2c1	2.2
CCOC(=O)CN(C(=O)CSc1nc(C)cc(C)c1C#N)c1ccc(Cl)cc1	-0.02
Cc1csc(NC(=O)Nc2cc(C(F)(F)F)cc(C(F)(F)F)c2)c1Cl	-1.1
CCOC(=O)c1[nH]c2ccc(F)cc2c1NC(C)=O	2.4
Cc1ccc(-c2cc3ncc(C(=O)c4ccccc4O)cn3n2)cc1	-0.15
CCOC(=O)c1cc(C(=O)OC)c(C)nc1N1CCC(NC2CCCCC2O)CC1 (stereo not drawn)	-0.23
CCCOC(=O)C1=C(C)NC2=C(C(=O)CC(C)(C)C2)C1c1ccccc1OCC (stereo not drawn)	0.41
Cc1ccc(NC(=O)Nc2ccc(C(F)(F)F)cn2)cc1Cl	0.23
CCOC(=O)c1c(SC)nc2c(C(F)(F)F)cccc2c1Oc1ccc(OC)cc1	8.7
c1ccc(Sc2ncnc3ccsc23)nc1	-0.36
Cc1ccc(-c2cc(NC3=CC(=O)CC(C)(C)C3)n[nH]2)cc1	3.7*
O=S1(=O)CC(S(=O)(=O)c2cccs2)c2ccccc21 (stereo not drawn)	-1.4
Cc1oc(C(C)(C)C)cc1C(=O)/C(C#N)=C/Nc1ccc(Cl)cn1	-2.5
CCCCOc1cc(C(F)(F)F)nc2ccc(C)cc12	0.1
S=c1nc(-c2ccccc2)n(Cc2ccccn2)c2c1CCCC2	2
COC(=O)c1cnn(-c2ccccc2)c1/C=N/NC(=S)Nc1ccc(Cl)cc1	-0.17
Fc1ccc(-c2cc3ncc4c(n3n2)-c2ccccc2OC4)cc1	-0.37
Cc1ccc(C(=O)/C(=C/N(C)C)Sc2ccc(C(F)(F)F)cn2)cc1	0.29

Some of the entries above, set out differently:
SMILES | Dicer processing
CCc1ccc2[nH]c(C(=O)NCCN3CCOCC3)cc2c1 | -1.8
CCOC(=O)c1cn(Cc2cccc(Cl)c2)c2cc(C)nn2c1=O | -1.3

Following part:
SMILES	Dicer processing
Cc1cc(=O)[nH]c(-c2ccc(C(N)=O)cc2)n1	0.87
N#Cc1c(N2CCSCC2)nsc1-c1ccccc1Cl	1.6
COCc1cc(C)nc(N2CCN(Cc3ccccc3)CC2)c1C#N	0.42
O=C(O)COc1ccc(/C=C/c2nc(-c3ccccc3O)n(-c3ccccc3)n2)cc1	1.3
C/S(=N\S(=O)(=O)c1cccc2nsnc12)c1ncc(C(F)(F)F)cc1Cl (stereo not drawn)	-0.78
COc1ccc(-c2csc(Nc3c(C)n[nH]c3C)n2)cc1	-0.54
O=C(CSc1nnc2sc3ccccc3n12)NC(=O)Nc1ccccc1	-0.97
O=c1[nH]nc(SCCS(=O)(=O)c2ccc(F)cc2)n1C1CC1	-0.81
CCOC(=O)c1c(NC(=O)CCC(=O)O)sc(C)c1-c1ccccc1	-1.6
Cc1csc(-c2snnc2C)n1	0.33
CCCCN1C(=O)N(c2nnc(C(C)(C)C)s2)C(=O)C1c1ccc(F)cc1 (stereo not drawn)	-0.24
COc1ccc(-c2nc(-c3ccccc3Cl)no2)cc1OC	-0.38
COCCCNC(=S)NNC(=S)NCCCOC	0.05

Some of the entries above in another layout:
SMILES | Dicer processing
Nc1cc(Cc2cc(N)cc(C(F)(F)F)c2)cc(C(F)(F)F)c1 | 0.5
Nc1nc2ccc(Cl)cc2c2nc(-c3ccco3)nn12 | -0.06
Cn1c(=O)c2c(ncn2CC(=O)NC2CCSC2=O)n(C)c1=O (stereo not drawn) | 1.4
Clc1cc(Cl)c2[nH]c3c(c2c1)CCCC3 | 2.7

Bioassay records deposited in PubChem BioAssay by Center for Chemical Genomics, University of Michigan.
